# From PubChem BioAssay
# OPRM1-OPRD1 inv: inverse agonists of MOR-DOR heterodimerization, primary screen, cell-based, luminescence. Mu-type opioid receptor (Homo sapiens) + Delta-type opioid receptor (Homo sapiens), …. cell-based MOR-DOR heterodimer luminescence, inverse agonism. inhibition, % at 9.3 µM. 340,000 compounds, 0.21% hits; in the data active = inhibition above about 22%, passing the limit was not always enough;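 note: 0% = cells with DMSO and 100% = wells without cells with DMSO; values of inactives mirror those of a sister screen read the other way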
# Target sequence (P35372 whole entry, looked up): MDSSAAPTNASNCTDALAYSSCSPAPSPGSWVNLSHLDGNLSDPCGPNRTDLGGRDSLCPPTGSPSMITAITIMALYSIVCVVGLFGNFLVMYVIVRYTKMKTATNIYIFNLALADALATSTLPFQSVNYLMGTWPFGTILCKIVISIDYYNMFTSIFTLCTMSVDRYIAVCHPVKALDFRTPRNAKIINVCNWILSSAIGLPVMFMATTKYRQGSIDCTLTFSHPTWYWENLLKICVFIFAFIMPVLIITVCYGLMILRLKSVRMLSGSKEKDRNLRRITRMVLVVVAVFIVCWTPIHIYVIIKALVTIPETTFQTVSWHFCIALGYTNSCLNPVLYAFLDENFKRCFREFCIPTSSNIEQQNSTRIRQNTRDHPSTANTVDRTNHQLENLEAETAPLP
# Target sequence (P41143 whole entry, looked up): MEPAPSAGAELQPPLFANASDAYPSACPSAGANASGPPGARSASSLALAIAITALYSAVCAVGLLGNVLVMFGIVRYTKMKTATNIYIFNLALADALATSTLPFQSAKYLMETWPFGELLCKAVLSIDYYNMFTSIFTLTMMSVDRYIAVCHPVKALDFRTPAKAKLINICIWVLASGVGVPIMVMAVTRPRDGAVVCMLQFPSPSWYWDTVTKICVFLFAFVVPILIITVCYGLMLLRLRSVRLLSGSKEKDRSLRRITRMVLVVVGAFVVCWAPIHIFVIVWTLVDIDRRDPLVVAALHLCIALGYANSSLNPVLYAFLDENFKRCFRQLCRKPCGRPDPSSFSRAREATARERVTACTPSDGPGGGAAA
# phage Ecoli inh: growth loss of phage-infected E. coli, primary screen, RecBCD inhibitor project, absorbance, with phage, HTS | inhibition, % at 11.9 µM | 360,000 compounds, 0.26% hits; in the data active = inhibition above about 11%
# E coli growth: E. coli V3065 growth inhibition, primary screen, counter-screen for AddAB inhibitor project, absorbance, OD600; 330,000 compounds, 0.27% hits; 18 h; inhibition, % at 11.9 µM; AID 449728, 2010;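 active = inhibition above the campaign's mean inhibition across all tested compounds plus 3 SD, cut at about 9.9% in these data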;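 note: uninfected addAB+ strain grown without phage in ampicillin broth; 0% = DMSO wells and 100% = ciprofloxacin 0.95 µg/ml wells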
# PfHsp90 yeast 2: growth inhibition of PfHsp90-expressing yeast, primary screen, antimalarial PfHsp90 inhibitor project, S. cerevisiae, BacTiter-Glo luminescence, single point, set 2; BacTiter-Glo ATP, 48 h; yeast lacking PDR1 and PDR3 efflux regulators; inhibition, % at 9.4 µM; 310,000 compounds, 0.32% hits;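 active = every replicate shows inhibition above about 80%, whatever the replicate mean, limit read from the data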;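 note: 0% = DMSO neutral controls and 100% = 20 µM radicicol positive controls; yeast relying on Plasmodium falciparum Hsp90 in place of its own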
# Tat transport: E. coli Tat export inhibitors, primary screen, MC4100, TorA-mCherry reporter, fluorescence, single point; inhibition, % at 10 µM; 340,000 compounds, 0.036% hits; AID 488895, 2010;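 active = mean replicate inhibition at least 50% and at least half of replicates individually reaching 50%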;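 note: exported cargo escapes ClpAP degradation while cytoplasmic cargo is degraded and loses fluorescence; 0% = median of neutral control wells and 100% = median of NaSCN control wells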
# HTR5A inv ctr: HTR5A inverse agonists in luminescence cell assay, primary screen, counter-screen for OPRM1-OPRD1 heterodimer inverse agonist project, full-deck HTS; HTR5A cell line, inverse agonism; inhibition, % at 9.3 µM; 5-hydroxytryptamine receptor 5A (Homo sapiens), P47898; 340,000 compounds, 0.083% hits; AID 504634, 2011; in the data active = inhibition mostly above about 23%, no sharp cut-off; inactive = mostly below about 18%;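 note: 0% = cells with DMSO and 100% = no-cell wells with DMSO; some compounds called inactive have numbers as strong as hits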
# MOR-DOR ag: agonists of OPRM1-OPRD1 heterodimerization, primary screen, cell-based, luminescence; cells; activation, % at 9.3 µM; 340,000 compounds, 0.3% hits; AID 504326, 2011; in the data active = activation above about 18%;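 note: 0% = vehicle-treated cells and 100% = reference agonist; values of inactives mirror those of a sister screen read the other way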
# SUMO Mot1 rescue: yeast Mot1-301 growth rescue at high temperature, primary screen, SUMOylation pathway inhibitor project, S. cerevisiae, ATP luminescence, 38.5C | S. cerevisiae Mot1-301 growth rescue; percent above DMSO median, 100 means doubled | growth rescue, % at 18.8 µM | 320,000 compounds, 1% hits | AID 2716, 2010;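 active = every valid replicate shows activation above 250% relative to neutral control wells; inactive = the rest, any valid replicate at or below 250%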;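 note: OY570 slx delta 5 strain wells were the positive control but not used for scaling; some compounds called inactive have numbers as strong as hits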
# PKA-R2B activ: activators of PKA-R2B holoenzyme, primary screen, biochemical, fluorescence polarization, Cy5-IP20, human. PKA-R2B holoenzyme dissociation; R2B truncated from residue 108, S112A mutant; 0% DMSO only, 100% 113 µM cGMP. cAMP-dependent protein kinase catalytic subunit beta (Homo sapiens) + cAMP-dependent …. activation, % at 11.4 µM. 340,000 compounds, 0.079% hits;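 active = activation above a cutoff set at the mean over all compounds plus 3 SD, cut at about 18% in these data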;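 note: higher means more holoenzyme dissociation and a rise in polarization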
# PKA-R1A act: activators of PKA-R1A holoenzyme, primary screen, biochemical, fluorescence polarization, Cy5-IP20, bovine R1A, mouse PKAc | 340,000 compounds, 0.083% hits | activation, % at 11.4 µM | PKA-R1A dissociation; scaled: DMSO 0%, 113 µM cGMP 100% | cAMP-dependent protein kinase type I-alpha regulatory subunit (Bos taurus) + … | AID 504707, 2011;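 active = percent activation above the mean of all tested compounds plus 3 SD, cut at about 19% in these data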;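 note: higher means more PKAc released from R1A so a rise in polarization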
# AddAB inh: growth inhibition of E. coli expressing H. pylori AddAB, primary screen, AddAB inhibitor project, absorbance. inhibition, % at 11.9 µM. 330,000 compounds, 0.29% hits. AID 435030, 2010; in the data active = inhibition above about 12%;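 note: 0% = vehicle wells of infected cells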
# Active calls of the source: *; · = no result given.
structure,OPRM1-OPRD1 inv,phage Ecoli inh,E coli growth,PfHsp90 yeast 2,Tat transport,HTR5A inv ctr,MOR-DOR ag,SUMO Mot1 rescue,PKA-R2B activ,PKA-R1A act,AddAB inh
CCN1C(=O)[C@H]2[C@@H](c3ccc(SC4CCCCC4)c(OC)c3)N3CCCC[C@@]3(C(=O)OC)[C@H]2C1=O,-9,-0.2,0.9,18,10,-3,2.0,-15,-1,-7,0.0
Cc1ccc(CNC(=O)c2ccc(Cn3nc(C)cc3C)o2)cc1,16,-1.0,3.0,-6,22,-11,-3.1,3,8,-13,2.3
CCCN1C2=NCCN2c2cc(C)c(C)cc21,19,1.3,1.8,31,1,1,-4.2,24,-7,0,2.4
COc1ccccc1CNC(=O)c1ccccc1NC(=O)C1=C(C)OCCS1,9,1.3,-1.5,2,3,-2,-1.7,-7,-1,9,1.6
CCCCn1c(N)c(N(CCC(C)C)C(=O)COC(=O)c2ccc3ccccc3c2)c(=O)[nH]c1=O,-7,2.7,·,5,-43,-2,1.1,·,-15,-7,·
Brc1ccc(OCc2nnc(SCC3CCCCC3)o2)cc1,2,2.8,0.3,44,2,12,-0.4,324,3,0,-1.9
Cc1c(=O)n(OCc2ccc(Cl)cc2)c2ccccc2[n+]1[O-],23,3.9,1.1,-6,-9,-3,-4.8,9,-15,-10,-0.2
O=C(COC(=O)C1CCN(S(=O)(=O)c2cc([N+](=O)[O-])ccc2Cl)CC1)Nc1ncc(Cl)cc1Cl,-9,2.5,-0.1,·,-4,-20,1.7,9,1,-6,-1.7
COc1ccccc1-c1cccc([C@@H]2C[C@H]3[C@H](CON3C)CN2C(=O)C(C)(C)C)c1,8,1.6,·,1,-2,10,-1.6,·,-4,-7,·
Cc1sccc1/C=N/NC(=O)c1cccc2ccccc12,4,-0.4,1.1,8,-2,0,-0.6,-21,14,6,0.0
Cc1ccc(NC(=S)NNC(=O)c2c([N+](=O)[O-])c(C)nn2C)cc1,11,-0.2,0.6,7,0,10,-1.9,-9,-13,-7,2.8
Nn1cnnc1SC1CCCCC1NS(=O)(=O)c1ccccc1 (stereo unspecified),14,0.5,-2.7,-3,-13,-37,-3.3,11,-6,-1,5.6
Cc1ccc(OCCCC(=O)N(C)CC(=O)Nc2ccccc2Cl)cc1,12,-0.1,0.1,39,0,-14,-2.3,37,-4,5,1.9
Cc1ccc(S(=O)(=O)N2CC(O)CC2C(=O)O)cc1 (stereo unspecified),19,-0.2,-0.7,-9,-3,0,-4.0,-4,-14,-5,0.4
CCCCn1c(=O)[nH]c(=O)c2c1nc(-c1ccc(-c3ccccc3Br)o1)n2CC,9,3.9,-1.3,5,-9,-31,-1.7,-32,3,-9,0.8
COc1ccc(CCC(=O)NNC(=O)Nc2cccc(Cl)c2)cc1,5,1.3,·,4,-5,11,-1.4,-2,-7,-8,·
O=C(CCl)NCCCCCCCCCNC(=O)CCl,5,1.7,-0.3,4,0,11,-0.9,0,-1,-2,3.2
Cc1nc(NCc2ccco2)c2c3c(sc2n1)CCC3,6,2.1,-0.5,-1,-2,3,-1.5,-11,3,9,2.7
Cc1cccc(-n2ncc3c(=O)[nH]c(SCC(=O)N4CC(=O)Nc5ccccc54)nc32)c1,13,0.9,-1.1,-18,1,-27,-3.3,71,0,-8,0.8
CCOC(=O)C1CCCN(S(=O)(=O)c2ccc(OC)c3ccccc23)C1 (stereo unspecified),5,2.9,1.6,·,5,8,-0.8,-25,-1,-4,1.4
O=C(Nc1cc(=O)c2ccccc2o1)N1CCOCC1,4,3.1,-0.2,-16,-3,3,-0.8,5,-3,-11,0.2
COc1ccc(C(=O)Nc2nc3ccccc3s2)cc1OC,0,5.3,-0.4,-67,5,-11,-0.1,24,-8,1,0.2
Cc1cccc(N2CCN(C(=O)c3csc4ccccc34)CC2C)c1 (stereo unspecified),-28,6.1,-0.3,9,13,6,5.0,15,12,-6,2.3
COc1ccc(OCc2cc(C(=O)N(C)C3CCOCC3)no2)c2ccccc12,-21,-1.6,2.8,3,1,12,4.1,-20,-15,7,2.7
O=C(CNCc1ccco1)Nc1cc(S(=O)(=O)N2CCOCC2)ccc1N1CCOCC1,18,2.6,-0.2,-7,-1,-3,-3.6,-6,1,-6,2.2

# Looked up above.
# Reading of CCCN1C2=NCCN2c2cc(C)c(C)cc21 under PKA-R1A act: 0
# Reading of Nn1cnnc1SC1CCCCC1NS(=O)(=O)c1ccccc1 (stereo unspecified) under PfHsp90 yeast 2: -3
# Reading of Cc1ccc(OCCCC(=O)N(C)CC(=O)Nc2ccccc2Cl)cc1 under phage Ecoli inh: -0.1

# Carrying on.
structure,OPRM1-OPRD1 inv,phage Ecoli inh,E coli growth,PfHsp90 yeast 2,Tat transport,HTR5A inv ctr,MOR-DOR ag,SUMO Mot1 rescue,PKA-R2B activ,PKA-R1A act,AddAB inh
COc1ccc2[nH]c(C(=O)N/N=C/c3ccc(OC)c(O)c3)cc2c1,16,1.4,2.2,-6,4,-14,-2.8,3,3,1,-0.4
O=C(OCc1ccccc1)N1CCC2CC1c1cc(-c3ccc(F)cc3)ccc12 (stereo unspecified),-5,0.6,·,4,2,17,1.2,·,-2,5,·
Cc1ccc(OCCC(=O)Nc2ccc3c(c2)OCCCO3)cc1,15,5.8,-0.9,-3,-8,-3,-3.6,25,-7,-10,-0.1
CC/C(O)=C(/C#N)c1nnc2n1CCCCC2,-3,1.1,-0.7,-2,-2,-14,0.6,4,4,-3,-0.3
CCOC(=O)C1=NNC2(c3ccccc3)C(=O)N(c3cccc(Br)c3)C(=O)C12 (stereo unspecified),-15,3.2,-1.6,9,0,-7,2.6,16,12,0,-0.2
CC(C)(C)NC(=O)CCN(/N=C/c1ccccc1O)C1=NS(=O)(=O)c2ccccc21,25,5.4,-0.6,-35,0,20,-5.3,-12,-14,-1,0.0
NS(=O)(=O)c1ccc(NC(=O)c2cc(=O)c3ccccc3o2)cc1,13,0.6,2.1,17,1,-3,-2.5,267,6,-10,6.4
CC(C)C1C(=O)NC(=S)N1S(=O)(=O)c1ccc(C(C)(C)C)cc1 (stereo unspecified),6,0.2,0.7,-3,17,-18,-1.4,80,-4,-4,2.2
CCC(O)c1cc2c(cc1NC(=O)c1cccs1)OCCO2 (stereo unspecified),16,1.6,-1.4,36,0,-16,-3.8,51,-5,-2,4.2
CC(C)(C)NS(=O)(=O)c1ccc(NC(=S)NC(=O)C2CCC2)cc1,-6,1.0,0.3,20,-1,-5,1.1,9,1,7,0.7
COc1ccc2cc(C)c3nnc(SCc4cccnc4)n3c2c1,16,4.3,-0.1,-8,-4,17,-3.1,-13,10,4,1.9
COc1ccc(OC)c(NC=C2C(=O)OC3(CCCCC3)OC2=O)c1,12,0.3,0.6,·,-6,-22,-2.6,-5,-2,-8,4.2
CCOC(=O)C1(Cc2ccccc2C)CCCN(C(=O)CCC(=O)OC)C1 (stereo unspecified),-6,3.2,1.0,21,1,-1,1.3,-11,4,-4,2.2
O=C(/C=C/c1ccc(Cl)cc1Cl)NCCSc1ccccc1,-30,7.0,-0.5,-4,6,-25,5.8,8,-18,-6,4.7
COc1ccc(NS(=O)(=O)c2cn(C)nc2C)cc1,20,-1.8,-2.2,-7,0,6,-3.6,16,9,8,1.8
CCCC1=Nc2cc(C(=O)NCc3ccco3)ccc2Sc2ccccc21,9,4.3,-0.2,8,-8,4,-1.7,14,4,-9,5.1
COCCCNC(=S)Nc1cccc(S(=O)(=O)NC2=NCCC2)c1,6,4.1,1.9,-21,-7,-19,-1.1,43,-11,-2,2.5
COc1ccccc1N1CCN(C(=O)c2cc(-c3ccc(Cl)cc3)on2)CC1,-3,0.8,2.2,9,3,-9,0.5,-7,-2,-5,1.3
COc1ccc(NC(=O)c2cc3c(=O)n(C)c4ccccc4c3n2C)cc1OC,9,0.2,3.1,-30,-25,-27,-1.7,2,1,10,-2.6
N#C/C(=C\c1cccc([N+](=O)[O-])c1)C(=O)NCc1ccc(Cl)cc1,-5,0.3,·,105*,-1,2,1.1,·,-17,-10,·
CCCc1ccc(S(=O)(=O)NCc2nnc(SC)n2C)cc1,-13,-1.5,3.7,-1,-5,4,1.6,-4,-5,-6,2.4
CC1CCN(S(=O)(=O)c2ccc(F)c(C(=O)O)c2)CC1,12,1.8,0.8,-3,-3,-13,-2.1,4,-2,-4,2.2
COc1cc(/C=N/Nc2nnc3c(n2)[nH]c2ccccc23)ccc1O,3,4.0,1.3,-11,1,24,-0.5,-4,-2,4,3.4
Cc1c(Br)c(C(F)(F)F)nn1CC(=O)NCC1CCCO1 (stereo unspecified),7,2.2,-3.5,-8,-5,-3,-1.3,-12,-6,-11,1.7
Cc1csc(NC(=O)CSc2nc(C(C)C)nc3c2c(=O)n(C)c(=O)n3C)n1,-21,1.2,-1.5,10,-15,-28,3.6,-2,7,-5,2.2
C=CCSC1=C(C#N)C(c2ccccc2Cl)C(C(=O)c2cccs2)C(O)(C(F)(F)F)N1 (stereo unspecified),3,1.0,-0.7,-18,-1,-18,-0.5,6,0,-4,3.2
